# High-throughput results: PubChem BioAssay, The Scripps Research Institute Molecular Screening Center
# OXTR potentiator: potentiates the human oxytocin receptor response | 0.061% of 320,000 active | CHO-OTR cells, Fluo-8 calcium fluorescence, potentiator mode; 0% = oxytocin EC15, 100% = EC100 | activation, % at 3 µM | AID 2445 | P30559;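 active = activation above that plate's cutoff, the mean activation of tested compounds plus 3 SD, cut at about 6.6% in these data, passing the limit was not always enough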;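 also: 100% uses oxytocin at 75 nM as the full agonist control; some results filed as inactive read as strong as hits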
#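 Replication – single well per compound, singlicate · Assay system – CHO cell line stably expressing human OTR · Timing – 6 min pre-incubation, 100 s read · Measure – normalized max/min fluorescence ratio, % activation · Doses – 3.0 µM, one dose · Detection – Fluo-8 calcium dye fluorescence · Probe or stimulus – oxytocin near EC15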
# M1 PAM parental: nonselective activator or artifact in parental CHO-K1 calcium assay; ATP EC20, Fluo-8 calcium fluorescence; 0% at ATP EC20, 100% at ATP max; activation, % at 3 µM; 0.02% of 360,000 active;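 active = activation above the run cutoff, the mean activation of all test compounds plus 3 SD, cut at about 40% in these data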;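 also: peak over basal fluorescence ratio in a 140 s read after ATP addition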
# CHO-K1 Ca ag: counter-screen for M1 agonists: effect in parental CHO-K1 cells. Fluo-8 calcium fluorescence; scaled to maximal ATP response, vehicle zero. activation, % at 3 µM. 0.48% of 360,000 active. AID 602248; in the data active = activation above about 15%;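 also: untransfected CHO-K1 host cells lacking M1 receptor as counterscreen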
# V1aR counter: counter-screen for oxytocin receptor agonists: human V1a receptor agonists. P37288. CHO-V1R cells, Fluo-8 calcium fluorescence, agonist mode; 0% DMSO, 100% 3 nM vasopressin. activation, % at 3 µM. 0.25% of 320,000 active. AID 2797;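 active = activation above the mean activation of all tested compounds plus 3 SD, per screening run, cut at about 20% in these data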;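 also: signal is peak over basal fluorescence ratio across a 100 second FLIPR read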
# CHO-K1 Ca antag: M1 antagonist counterscreen hit in parental CHO-K1 cells; 0.6% of 360,000 active; ATP-induced calcium, Fluo-8 fluorescence; inhibition, % at 3 µM; AID 602250;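 active = inhibition above a per-plate cutoff, the plate's mean sample inhibition plus 3 SD, cut at about 24% in these data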;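 also: 0% = DMSO plus EC80 ATP and 100% = DMSO alone without ATP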
# TAAR1 antagonist: human TAAR1 antagonism. 1.5% of 360,000 active. Q96RJ0. CHO RD-HGA16 TAAR1, Fluo-8 calcium fluorescence, antagonist. inhibition, % at 3 µM;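 active = inhibition above a per-plate cutoff, the mean inhibition of test compounds on that plate plus 3 SD, cut at about 49% in these data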;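 also: 0% = DMSO plus EC80 beta-PEA response and 100% = DMSO alone without agonist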
# Target sequence (Q96RJ0 whole entry, looked up): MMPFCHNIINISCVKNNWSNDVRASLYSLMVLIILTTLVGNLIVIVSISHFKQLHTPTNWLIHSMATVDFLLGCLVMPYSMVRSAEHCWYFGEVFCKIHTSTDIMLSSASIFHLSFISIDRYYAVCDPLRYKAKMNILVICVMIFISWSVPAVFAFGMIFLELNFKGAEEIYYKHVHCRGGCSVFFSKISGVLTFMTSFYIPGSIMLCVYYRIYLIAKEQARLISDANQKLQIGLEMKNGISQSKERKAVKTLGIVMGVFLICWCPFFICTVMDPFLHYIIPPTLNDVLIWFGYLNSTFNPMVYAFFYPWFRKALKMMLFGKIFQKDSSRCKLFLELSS
#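 Assay system: RD-HGA16 CHO cells with stable hTAAR1 and Gα16 / Reagent: EC80 β-phenethylamine stimulus / Doses: 3 µM, single point / Timing: dye loading 75 min at 37 °C, then 30 min room temperature / Measured by: Fluo-8 intracellular calcium dye fluorescence, real-time kinetic reads / Controls: vehicle wells and EC80 agonist wells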
# TAAR1 ag: agonists of human TAAR1; Q96RJ0; CHO RD-HGA16 TAAR1, Fluo-8 calcium fluorescence; vehicle wells 0%, saturating PEA agonist 100%; activation, % at 3 µM; 0.99% of 360,000 active; AID 624467;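 active = activation above the mean activation of all test compounds in the run plus 3 SD, cut at about 38% in these data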
#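 System: CHO-derived RD-HGA16 cells with stable Gα16 and human TAAR1. Times: 17-24 h plating, Fluo-8 75 min 37 °C, 30 min RT. Measured by: calcium-sensitive Fluo-8 signal, excitation 470-495, emission 515-575 nm. Read-out basis: % activation relative to PEA EC100 response. Control set: DMSO and PEA EC100. Repeats: no replicates (n 1).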
# CHO parental Ca: counter-screen: ATP calcium response change in parental CHO cells | 0.63% of 330,000 active | inhibition, % at 5.6 µM | parental CHO-K1, ATP-induced calcium, Fluo-8 fluorescence;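 active = inhibition above that plate's mean sample inhibition plus 3 SD, cut at about 26% in these data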;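 also: 0% = ATP-challenged DMSO wells and 100% = DMSO wells without ATP; some compounds past the cut are filed as inactive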
#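 Test system: untransfected parental CHO cell line; also added: ATP stimulus; dosing: 5.6 µM, single dose; signal: calcium-sensitive Fluo-8 fluorescence; measure: percent inhibition of ATP-evoked calcium rise, normalized to controls; benchmarks: low control ATP plus DMSO, high control DMSO only; replication: one well per compound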
# CHRM1 agonist: activates human CHRM1 receptor | P11229 | CHO-K1 hM1, Fluo-8 calcium fluorescence, agonist mode; 0% DMSO, 100% acetylcholine EC100 | activation, % at 3 µM | 0.33% of 360,000 active;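 active = activation above the run's mean compound activation plus 3 SD, cut at about 16% in these data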;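 also: peak over basal fluorescence ratio within a 140 s kinetic read after compound addition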
# Target sequence (P11229 whole entry, looked up): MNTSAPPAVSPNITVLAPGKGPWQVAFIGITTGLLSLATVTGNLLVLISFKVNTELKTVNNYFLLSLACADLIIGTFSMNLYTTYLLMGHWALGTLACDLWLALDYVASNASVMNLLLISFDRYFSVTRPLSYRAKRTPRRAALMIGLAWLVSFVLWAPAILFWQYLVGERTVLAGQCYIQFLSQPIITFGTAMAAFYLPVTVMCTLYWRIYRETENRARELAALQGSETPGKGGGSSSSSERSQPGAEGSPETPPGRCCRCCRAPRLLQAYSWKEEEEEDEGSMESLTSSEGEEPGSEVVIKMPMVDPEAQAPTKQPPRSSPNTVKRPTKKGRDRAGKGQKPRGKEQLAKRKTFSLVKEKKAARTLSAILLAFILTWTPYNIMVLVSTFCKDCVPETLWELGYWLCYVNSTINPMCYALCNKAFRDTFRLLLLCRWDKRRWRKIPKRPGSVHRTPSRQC
# * marks the source's active call; other numbers are inactive results; . = no result given; & = joins results of further samples; ! = not confirmed by another sample. Random draw from the library; any-hit rate near 3.3%.
SMILES,OXTR potentiator,M1 PAM parental,CHO-K1 Ca ag,V1aR counter,CHO-K1 Ca antag,TAAR1 antagonist,TAAR1 ag,CHO parental Ca,CHRM1 agonist
CCOC(=O)C1=C(N)OC2=C(C(=O)CCC2)C1c1ccc(C)s1 (centres undefined),-2,-8,-0.9,-1.0,-9,-8,-1,-18,0
CC(=O)c1ccc(OC(C)C(=O)Nc2cccc(S(=O)(=O)NCc3ccco3)c2)cc1 (centres undefined),-12,6,3.0,2.3,-14,-10,6,-12,-2
COc1ccc(-c2c(C)nn3c(C(F)(F)F)cc(C)nc23)cc1,.,0,-0.7,.,3,-18,7,.,-9
Nc1ccn(CC(=O)NCCCc2ccccc2)c(=O)n1,-4,12,1.0,0.6,-8,13,7,-5,-2
COc1ccccc1NC(=O)CN(c1ccccc1OC)S(=O)(=O)c1ccccc1,-12,11,0.9,-1.0,-8,17,2,-18,-6
Cc1ccc(S(=O)(=O)NCc2ccc(C(=O)NCCCN3CCC(Cc4ccccc4)CC3)cc2)cc1,-15,2,0.8,7.1,-10,-4,0,-3,-6
COc1ccc(C(C(=O)NC2CCCCC2)N(C(=O)Cc2c[nH]c3ccccc23)c2ccccc2C)cc1OC (centres undefined),-2,13,0.3,0.3,-8,14,3,-6,-3
COc1cc(C2=NOC(C(=O)Nc3c(C)n(C)n(-c4ccccc4)c3=O)C2)cc(OC)c1OC (centres undefined),-1,7,0.4,0.7,-16,-24,0,-12,-3
CCC1CCCCN1Cc1nc2ccccc2c(=O)n1CC(C)=O (centres undefined),-1,-22,-0.1,-0.1,6,-11,-2,-9,-4
Oc1ccccc1-c1nc2c3ccccc3c3ccccc3c2[nH]1,-4,21,0.8,-0.1,0,5,0,0,-2
COc1ccc(NC(=O)Cn2c(C(C)C)nc(C)cc2=O)cc1Cl,-6,-14,0.5,3.3,4,-7,8,-13,2
O=C(CSc1nc2ccccc2s1)Nn1cnnc1,-13,-5,-0.3,-0.1,9,-17,-1,13,-2
COc1ccc([C@H]2CC(=O)C=C(c3cc(Cl)cc(Cl)c3)C2)cc1,-4,25,-0.2,1.0,-16,15,5,-21,-6
COc1ccc(NC(=O)c2cc(-c3ccc(F)cc3OC)n[nH]2)c(OC)c1,.,11,6.2,.,1,66*,10,.,0
CCCCCCCCC(=O)NNC(=O)c1c(O)c2ccccc2n(CCC)c1=O,-11,24,0.3,0.8,-6,-22,4,34*,-6
Cc1ccc(-c2nc3ccccc3c(=O)n2NC(=O)COc2ccccc2)cc1,-5,21,5.8,2.1,-4,-7,1,-2,-4
O=C(NC(=Nc1nc2ccccc2o1)NC(=O)c1ccccc1)c1ccccc1,-9,10,-0.1,-0.1,-9,-7,14,-12,-5
Cc1nn(-c2cccc(C(=O)O)c2)c(C)c1Oc1ccccc1O,3,14,0.6,1.6,-5,-17,6,-10,0
Cc1cccc(NC(=O)c2cc(NC(=O)CCCC(=O)O)ccc2Cl)n1,4,9,0.3,0.6,-7,11,0,-8,-4
CCOC(=O)Cc1csc(NC(=O)CCc2ccc(S(=O)(=O)N3CCOCC3)cc2)n1,-5,3,3.8,5.1,-11,10,6,-20,3

# Some of the entries above in a different format.
# Results follow in this order: OXTR potentiator | M1 PAM parental | CHO-K1 Ca ag | V1aR counter | CHO-K1 Ca antag | TAAR1 antagonist | TAAR1 ag | CHO parental Ca | CHRM1 agonist
> O=C(CSc1nc2ccccc2s1)Nn1cnnc1
    -13 | -5 | -0.3 | -0.1 | 9 | -17 | -1 | 13 | -2
> COc1ccc([C@H]2CC(=O)C=C(c3cc(Cl)cc(Cl)c3)C2)cc1
    -4 | 25 | -0.2 | 1.0 | -16 | 15 | 5 | -21 | -6
> COc1ccc(NC(=O)c2cc(-c3ccc(F)cc3OC)n[nH]2)c(OC)c1
    . | 11 | 6.2 | . | 1 | 66* | 10 | . | 0
> CCCCCCCCC(=O)NNC(=O)c1c(O)c2ccccc2n(CCC)c1=O
    -11 | 24 | 0.3 | 0.8 | -6 | -22 | 4 | 34* | -6
> Cc1ccc(-c2nc3ccccc3c(=O)n2NC(=O)COc2ccccc2)cc1
    -5 | 21 | 5.8 | 2.1 | -4 | -7 | 1 | -2 | -4
> O=C(NC(=Nc1nc2ccccc2o1)NC(=O)c1ccccc1)c1ccccc1
    -9 | 10 | -0.1 | -0.1 | -9 | -7 | 14 | -12 | -5
> Cc1nn(-c2cccc(C(=O)O)c2)c(C)c1Oc1ccccc1O
    3 | 14 | 0.6 | 1.6 | -5 | -17 | 6 | -10 | 0
> Cc1cccc(NC(=O)c2cc(NC(=O)CCCC(=O)O)ccc2Cl)n1
    4 | 9 | 0.3 | 0.6 | -7 | 11 | 0 | -8 | -4
> CCOC(=O)Cc1csc(NC(=O)CCc2ccc(S(=O)(=O)N3CCOCC3)cc2)n1
    -5 | 3 | 3.8 | 5.1 | -11 | 10 | 6 | -20 | 3

# (more compounds)
SMILES,OXTR potentiator,M1 PAM parental,CHO-K1 Ca ag,V1aR counter,CHO-K1 Ca antag,TAAR1 antagonist,TAAR1 ag,CHO parental Ca,CHRM1 agonist
CC(=O)NC(c1ccccc1)c1nc(-c2ccccc2)cs1 (centres undefined),.,5,0.5,.,-5,8,0,.,-3
CCOC(=O)C(C(C)=O)c1nc(C)nc2c1nnn2Cc1ccccc1Cl (centres undefined),.,-6,-0.1,.,19,-20,7,.,-1
Cc1ccc(S(=O)(=O)CCC(=O)Nc2sccc2C(N)=O)cc1,-3,17,1.7,3.9,-10,4,2,-10,4
Cc1ccccc1NC(=O)c1sc(NC(=O)COc2ccccc2)c(C#N)c1C,-7,11,1.5,9.6,-5,29,6,-6,-1
O=C(O)/C=C/C(=O)Nc1ccccc1C(=O)Nc1ccccc1,2,21,0.4,1.1,-19,1,1,2,1
COc1ccc(NC(=O)C2CCN(S(=O)(=O)c3cccs3)CC2)cc1OC,-6,3,2.9,2.6,-8,-2,5,-7,-3
CC1CNCCN1S(=O)(=O)c1cccc2cnccc12 (centres undefined),-9&2,16&-6,2.9&-0.1,0.4&1.2,-7&5,2&-15,7&3,1&-5,42*!
Cc1cc(C)c(NC(=O)CSc2nccn2C)c(C)c1,-5,25,0.8,1.1,-14,8,1,-14,-3
CC(C)(C)NC(=O)NC12CC3CC(CC(C3)C1)C2,-6,3,0.4,-0.5,-12,-5,8,-2,-9
CC1(C)c2ccccc2C(=O)c2ccccc21,.,22,-0.2,.,-10,-6,10,.,-9
O=S(=O)(c1cnc(Cl)c(Br)c1)N1CCCCCC1,-3,22,1.3,-0.6,-13,-13,-2,-9,-8
CC(=O)Oc1ccc2ccc(=O)oc2c1,-3,-8,-0.1,-0.5,-3,-11,0,0,-1
Cc1cc(C)cc(OCCn2nnc3ccccc32)c1,-11,14,0.5,-0.8,-10,-15,0,-4,-2
Cc1ccccc1-n1c(O)cc(=O)[nH]c1=S,-9,18,0.3,0.5,-1,-6,12,-13,-6
CC(C)CCOc1cccc(OCC(=O)Nc2ccncc2)c1,-30,-15,14,9.4,28*,23,6,59*,0
Cc1ccc(N2C(=O)N(CC(=O)Nc3ccc(C)cc3C)C(=O)C2C)cc1 (centres undefined),-11,20,6.4,6.9,-25,16,24,-15,7
Fc1ccccc1N1CCN(CC2CC3C=CC2C3)CC1 (centres undefined),-4,3,0.6,1.0,-5,-36,22,-17,5
CCC(C)Nc1nc(-c2cccc(OC)c2O)nc2ccccc12 (centres undefined),-10,21,1.4,-1.5,-14,57*,18,-10,-2
CN(C)c1ccc(C(CC(=O)O)C(=O)O)cc1 (centres undefined),2,21,0.6,0.8,-8,-9,2,26*,-3
CN(CC(=O)Nc1cccc(F)c1)C(=O)c1ccc(-c2cccc(C(F)(F)F)c2)o1,-14,14,3.6,1.2,-15,7,7,-24,1
Cc1cc(C)n(CC(=O)N2CCCC(N3CCN(c4ccc(F)cc4)CC3)C2)n1 (centres undefined),-4,-4,0.4,-0.1,-1,-21,1,-6,-3
COc1ccc(S(=O)(=O)Nc2ccc3c(c2)C(=O)N([C@H](C)CO)C[C@H](C)[C@@H](CN(C)Cc2ccncc2)OCCCC[C@@H](C)O3)cc1,.,21,0.6,.,-17,-9,2,.,-9
O=C(N/N=C/c1ccccn1)c1ccc(NC(=O)c2cccc([N+](=O)[O-])c2)cc1,-4,3,4.8,-0.6,2,-1,3,-6,-4
CC1CCN(C(=O)CSc2nnc(CNc3ccc(F)cc3)n2Cc2ccco2)CC1,-2,-2,0.4,0.2,0,-1,7,-8,-6
COC(=O)[C@@]12CCCCN1[C@H](c1ccc(-c3ccc(C(C)=O)cc3)c(OC)c1)[C@@H]1C(=O)N(C)C(=O)[C@@H]12,-12,3,0.6,1.5,1,8,6,12,-6
COc1ccc(Nc2nc(NCc3ccco3)nc(N3CCOCC3)n2)cc1,-6,1,0.3,-1.3,-6,-15,-3,-7,-5
COc1cc(S(=O)(=O)Nc2cccc(C)c2)ccc1NC(=O)c1ccncc1,-11,19,3.3,2.4,-5,5,2,-13,-7
CCOc1ccc(OCCC(=O)OCC(=O)Nc2cc(OCC)c(N3CCOCC3)cc2OCC)cc1,-9,2,0.2,-0.7,0,-10,1,-18,-3
Cc1nc2ncnn2c(N2CCC(C(=O)NCC3CCCO3)CC2)c1Cc1ccccc1 (centres undefined),3,22,0.2,-0.8,-17,.,.,-7,-3
COC(=O)c1cc(OC)c(OC)cc1NC(=O)c1cccc(C)c1,-3,-6,-0.5,-0.8,9,-4,6,-11,-4
Cc1[nH]c2ccccc2c1C(=O)C(=O)N1CCOCC1,-2,3,0.6,0.6,2,-22,2,-1,-3
O=C(NC1CCCCC1)C(c1cccnc1)N(C(=O)c1csnn1)c1ccc(F)cc1 (centres undefined),-8,-17,0.5,0.0,0,0,1,-20,1
COc1ccc(Nc2c(-c3ccco3)nc3ccc(C)cn23)cc1,1,3,-1.1,-1.6,-13,-49,-3,-29,-7
COc1cccc(/C=C(/CC(=O)Nc2ccc(N3CCOCC3)cc2)c2nc3ccccc3s2)c1,1,-11,-0.1,-0.3,9,-11,0,-22,-1
CC(=O)c1ccc(NC(=O)NC2CCCCCCC2)cc1,.,7,9.6,.,-5,4,5,.,0
